VHR inh color: VHR1 (DUSP3) phosphatase inhibition; P51452; recombinant VHR phosphatase, colorimetric substrate read-out; inhibition, % at 20 µM; hit rate 0.7% among 50,000; in the data active = inhibition above about 60%; also: some results filed as inactive read as strong as hits
Target sequence (P51452 whole entry, looked up): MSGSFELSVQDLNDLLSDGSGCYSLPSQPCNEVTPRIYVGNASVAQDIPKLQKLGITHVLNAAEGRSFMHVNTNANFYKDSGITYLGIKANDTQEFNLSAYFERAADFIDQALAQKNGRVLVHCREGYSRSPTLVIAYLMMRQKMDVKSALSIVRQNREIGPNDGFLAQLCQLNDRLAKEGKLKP
Starred values were filed as active, the others as inactive; & = joins results of further samples.

structure | VHR inh color
Cc1cccc(N/C=C/C(=O)c2ccc(Br)cc2)n1 | 7.3
COc1ccc(C(=O)Nc2ccc(Cl)cc2C)cc1 | 1.2
C=C(C)c1cccc(C(C)(C)NC(=O)NC2CN3CCC2CC3)c1 (stereo unspecified) | -2.8
Cc1cc(/C=C2/NC(=S)NC2=O)c(-c2ccccc2)n1-c1ccccc1 | 9.9
COC(=O)c1c(NC(=O)/C=C/c2ccco2)sc2c1CCCC2 | -7.2
COc1ccc(NC(=O)CN(c2ccc(Cl)cc2)S(=O)(=O)c2ccccc2)cc1 | -10.0
COC(=O)C1=C(O)/C(=C\c2cccc(Br)c2)N=C1C | 8.4
CCCCP(=O)(CCCC)CCP(=O)(c1ccccc1)c1ccccc1 | -18.0
COC(=O)C1C(O)=C(C=Nc2ccccc2C)C(=O)CC1(C)C (stereo unspecified) | -2.2
COc1ccc(/C=C/C(=O)Nc2nc(-c3ccccc3)cs2)cc1 | -30.9
Cc1ccnc(NC(=O)/C=C/c2ccc3c(c2)OCO3)c1 | 3.0
CC1=C(C(=O)OCCc2ccccc2)C(c2cccc(Cl)c2Cl)CC(=O)N1 (stereo unspecified) | 3.5
O=C(CCc1ccccc1)Nc1ccc2c(c1)OCCO2 | -1.0
O=C(CN(Cc1ccccc1)S(=O)(=O)c1ccccc1)N/N=C/c1ccccc1F | -2.7
O=C(N/N=C/c1cccc(O)c1)C(=O)N1CCCCCC1 | -27.5
O=C1NC(=S)NC(=O)C1=Cc1ccccc1OCc1ccc([N+](=O)[O-])cc1 | -1.4
COc1ccc(-c2c(-c3ccc(Cl)cc3)nn(-c3ccccc3)c2N)cc1OC | -6.1
CCc1ccccc1NC(=O)c1c(-c2ccccc2Cl)noc1C | -1.8
COc1ccc(C(C[N+](=O)[O-])C2(c3ccc(OC)c(OC)c3)C(=O)c3ccccc3C2=O)cc1 (stereo unspecified) | 1.7
Cc1ccc2nsnc2c1NC(=O)c1cccc(Br)c1 | -21.7
O=C1C2C3C=CC(C3=C(c3ccccc3)c3ccccc3)C2C(=O)N1c1cccc(C(F)(F)F)c1 (stereo unspecified) | 1.6
Cc1ccc(OCC(=O)Nc2ccc(S(=O)(=O)Nc3onc(C)c3C)cc2)c(C)c1 | 8.3
O=[N+]([O-])c1cccc2c1NC(c1ccccc1F)C1CC=CC21 (stereo unspecified) | -4.4
COc1ccc(C(=O)/C=C\Nc2ccc3c(c2)OCO3)cc1OC | 17.1
CC1=NCCN1S(=O)(=O)c1ccc(Cl)cc1 | -13.8
CCOc1ccc(N(CC(=O)Nc2ccccc2OC)S(C)(=O)=O)cc1 | -35.7
COc1ccc(C2CC(=O)C3=C(C2)Nc2ccccc2NC3c2cccc(Br)c2)cc1OC (stereo unspecified) | 7.0
COc1cc(CN2CCN(S(=O)(=O)c3ccc(C)cc3)CC2)cc(OC)c1OC | 4.4
O=C1NC(=S)NC(=O)C1=Cc1ccc(-c2ccc(S(=O)(=O)Nc3nccs3)cc2)o1 | 14.4
COc1ccc(C2(CNS(=O)(=O)c3ccccc3)CCCC2)cc1OC | 3.7
COCC(O)CN1CCN(c2ccc([N+](=O)[O-])cc2Cl)CC1 (stereo unspecified) | 6.2&-9.6
CC1C(C(=O)N(C=O)c2ccccc2F)C2C=CC1C21CC1 (stereo unspecified) | -18.7
COc1ccc(N2C(=O)NC(=O)/C(=C/c3cccc(C(F)(F)F)c3)C2=O)cc1 | 20.9
Cc1ccc(N2C(=O)c3ccc4c5c(ccc(c35)C2=O)CC4)c(C)c1 | 14.4
Nc1ccc2nc(SCC(=O)NCc3ccco3)sc2c1 | -7.1
COc1cc(NC(=O)c2ccccc2Br)cc(OC)c1 | 3.9
C=CCc1cccc(/C=N/Nc2nc(-c3cc4cc(OC)ccc4oc3=O)cs2)c1O | 48.4
COc1ccc(-c2cc(C(=O)NCCc3ccccc3)c3ccccc3n2)cc1OC | -12.4
N/C(=N\OC(=O)c1ccccc1Cl)c1ccncc1 | -3.9
COc1ccc(/C=C/C(=O)N2CCOCC2)cc1Br | 4.5
O=c1nc2s/c(=C/c3ccc(Cl)c(Cl)c3)c(=O)n2nc1Cc1ccccc1 | -2.9
Nc1nnc(SCC(=O)N2c3ccccc3Sc3ccccc32)s1 | -5.1
Cc1nn(-c2ccc(C(F)(F)F)cn2)c(C)c1Oc1ccccc1O | 3.4
Cc1ccnc(NC(=O)COc2cc(C)ccc2C(C)C)c1 | -1.2
COc1ccc(C=C2C(=O)N(C)C(=O)N(C)C2=O)cc1O | -7.5
CC(=O)Nc1ccc(OCC=C(Cl)Cl)cc1 | -57.9
O=C(COc1ccc(Cl)cc1)NNC(=O)c1ccc([N+](=O)[O-])cc1Cl | -0.4
Cc1cc(C)c2oc(-c3ccc(NC(=O)COc4ccccc4[N+](=O)[O-])cc3)nc2c1 | -4.3
CCCCOc1ccc(OCCNS(=O)(=O)N(C)C)cc1 | 7.5
CCc1ccccc1NC(=O)/C(C#N)=C\c1ccc(Sc2ccccc2)o1 | -12.5
CCCOC(=O)c1ccc(NC(=O)COc2ccc3ccccc3c2)cc1 | -16.0
COc1cc(/C=C2/SC(=S)N(Cc3ccccc3)C2=O)cc(Cl)c1OCc1ccccc1 | -19.9
C=C(C)CSc1nnc2n(-c3ccc(C)cc3)c(=O)c3c4c(sc3n12)COC(C)(C)C4 | 12.9
COc1ccc(-c2nc3cc(NC(=O)c4ccc(F)cc4)ccc3o2)cc1Cl | 4.2
C/C(Nc1ccc(C)cc1)=C(\C#N)C(=O)NC1CCCCC1 | -13.6
O=C(CNc1cccc(Cl)c1)c1ccc(Br)cc1 | -9.4
CC(NC(=O)CSC(=O)c1ccccc1)c1ccccc1 (stereo unspecified) | -21.3
Cc1ccc(-c2nc3cc(Cl)cc(Cl)c3o2)cc1NC(=O)c1ccc(Br)o1 | -6.6
CCSc1nc(SCC)c2c3c(sc2n1)CN(C)CC3 | 40.4
COC(=O)c1ccccc1NC(=O)C1CCC(C)(C(=O)O)C1(C)C (stereo unspecified) | -12.5

Further structures.
structure | VHR inh color
C=CCn1c2ccccc2c2nnc(SCC)nc21 | -1.9
O=c1c2ccc(Br)c3cccc(c32)c2nc3ccc4c5c(ccc(c35)n12)CC4 | 5.7
O=C(Nc1cccnc1)c1cnn2c1NC(c1ccco1)CC2C(F)(F)F (stereo unspecified) | -23.0
Cc1cc(OCC(=O)Nc2ccc([N+](=O)[O-])cc2)cc(C)c1Cl | 8.0
O=C(COc1ccccc1Cl)Nc1cccc(-c2cc3ccccc3oc2=O)c1 | -3.1
O=C(Nc1ccc(Cl)cc1)c1cc2n(n1)C(C(F)(F)F)CC(c1ccccc1)N2 (stereo unspecified) | -7.5
Clc1ccccc1CN1CCN(N=Cc2cccc(Br)c2)CC1 | 8.3
O=C(CSc1nnnn1-c1ccccc1)c1ccc([N+](=O)[O-])cc1 | 11.6
COc1ccc2ccccc2c1/C=N/NC(=O)c1cc(C)[nH]n1 | -0.7
O=C(Nc1ccc(O)c(-c2nc3cc(Cl)ccc3o2)c1)c1cccnc1 | 1.8
CC1(C)C(c2ccccc2)=NC(c2cccnc2)N1O (stereo unspecified) | -3.2
Clc1ccc(Cn2cc(/C=N/n3cnnc3)c3ccccc32)cc1Cl | -1.1
CCOc1cc(/C=C2\SC(=S)N(NC(=O)c3ccccc3Cl)C2=O)ccc1O | -22.3
COc1ccc2[nH]cc(CCC(=O)O)c2c1 | -1.2
CC(=O)Oc1ccccc1-c1nc2s/c(=C/c3ccco3)c(=O)n2n1 | -27.1
O=C(Nc1ccc(-c2nnc(-c3ccccc3)o2)cc1)C(c1ccccc1)c1ccccc1 | 2.9
CC(=O)c1sc(N)c(C(=O)OC(C)C)c1C | -19.3
O=C(Nc1ccc(I)cc1Cl)c1cccc(Cl)c1Cl | -13.1
CCOC(=O)c1ccc(NC(=O)CCCOc2ccccc2)cc1 | -3.6
COc1ccc(OCC(=O)N2CCN(c3ccccn3)CC2)cc1 | -13.2
CC(=O)c1c(C)oc2c1cc(OC(=O)c1ccco1)c1ccccc12 | 0.0
COc1ccc(S(=O)(=O)N2CCN(C(=O)c3cccnc3)CC2)cc1 | -3.6
CCC(CC)N1CCN(Cc2cc(Br)ccc2OC)CC1 | -6.5
CCC(=O)N1N=C2c3ccc(OC)cc3CCC2C1c1ccc(N(C)C)cc1 (stereo unspecified) | -49.2
O=C(NCCN1CCN(C(=O)c2ccc(Cl)cc2Cl)CC1)c1ccc(Cl)cc1Cl | -14.1
Cc1ccc(/C(O)=C2\C(=O)C(=O)N(CCCC(=O)O)C2c2ccc(N(C)C)cc2)cc1 (stereo unspecified) | 2.9
CCOc1ccc(C(=O)NC(C)(C)C)cc1[N+](=O)[O-] | 0.6
C=CCN1C(=O)/C(=C\c2ccc([N+](=O)[O-])o2)C(=O)NC1=S | 90.6
Cc1ccc(S(=O)(=O)N2CCN(Cc3cccnc3)CC2)cc1 | -2.6
CCOC(=O)c1c(C)n(-c2ccc(OCC)cc2)c2ccc(O)cc12 | 4.2
S=C(c1cn(-c2ccccc2)nc1-c1cccs1)N1CCOCC1 | 11.1
COCCCNC(=O)CN(c1cccc(Cl)c1)S(C)(=O)=O | -6.4
CCCCCCCNC1CC(=O)N(c2cccc(Cl)c2)C1=O (stereo unspecified) | 5.3
O=C(/C=C/c1cccc(C(F)(F)F)c1)Nc1ccccc1[N+](=O)[O-] | -24.1
O=c1[nH]c(=S)n(-c2ccc(Br)cc2)c(O)c1/C=C1\C=Nc2ccccc21 | 51.0
O=C(Nc1ncc(Cc2cccc([N+](=O)[O-])c2)s1)c1ccc(Br)cc1 | -0.7
COc1ccc(N2C(=O)c3ccccc3NC2c2ccc(C)cc2)cc1 (stereo unspecified) | -12.1
CCC(Nc1ccccc1)C(=O)N/N=C/c1cc([N+](=O)[O-])ccc1O (stereo unspecified) | -37.1
Cc1ccc(C(=O)CSc2nc(O)cc(=O)[nH]2)c(C)c1 | 28.6
Clc1cccc(/C=N/N2CCN(C(c3ccccc3)c3ccccc3)CC2)c1 | 15.6
COc1ccc(OC)c(-n2c(O)c(C=Nc3ccc4c(c3)OCO4)c(=O)[nH]c2=O)c1 | -3.8
COCCOC(=O)C1=C(C)NC2=C(C(=O)CC(C)(C)C2)C1c1ccncc1 (stereo unspecified) | -0.7
COCc1cc(=O)n2[nH]c(-c3ccc(Cl)cc3)cc2n1 | 5.1
Cc1ccc(C(=O)O)cc1NC(=O)CCC(=O)O | -16.6
CCC(=O)NC(Nc1cc(Cl)ccc1OC)(C(F)(F)F)C(F)(F)F | 5.1
O=C(NC(=S)Nc1ccc2oc(-c3ccc(F)cc3)nc2c1)c1ccco1 | -7.5
Cc1oc2cc(Br)c(OCC(=O)C(C)(C)C)cc2c1C(=O)OC(C)C | -18.3
CCN(CC)c1ccc(/C=C2\SC(N)=NC2=O)c(OCc2ccc(Cl)cc2)c1 | -25.0
Cc1ccc(-n2c(O)c(/C=N/n3cnnc3)c3ccccc3c2=O)cc1 | -11.7
O=C(NCC(O)c1ccccc1)C(=O)Nc1ccccc1 (stereo unspecified) | 7.2
C/C(=N/N1CCN(c2ccccc2)CC1)c1cccc([N+](=O)[O-])c1 | 6.5
CCOc1ccc(C(=O)Nc2ccc(NC(=O)c3cc4ccccc4o3)c(OC)c2)cc1[N+](=O)[O-] | -21.0
CCn1c2ccccc2c2cc(CN3CCN(Cc4cccc([N+](=O)[O-])c4)CC3)ccc21 | -10.5
CC1=C(C(=O)OCc2ccccc2)C(c2ccccc2Cl)CC(=O)N1 (stereo unspecified) | -5.5
O=C(Nc1cccc2ccccc12)c1cc([N+](=O)[O-])ccc1Cl | -7.6
COc1ccc(OC)c(NC(=S)NC(NC(=O)c2ccccc2Br)C(Cl)(Cl)Cl)c1 (stereo unspecified) | 16.6
Cc1ccc(N2C(=O)NC(=O)/C(=C/c3cccc(F)c3)C2=O)cc1 | 21.8
CCOc1ccc(NS(=O)(=O)c2ccc(OC)c(OC)c2)cc1 | -4.5
Cc1ccc(N2C(=O)Cn3c2nc2c3c(=O)n(C)c(=O)n2C)cc1Cl | -0.3
C/C(=N\N=C1\NC(=O)C(CC(=O)Nc2ccccc2C)S1)c1ccco1 (stereo unspecified) | -11.6

Further structures follow:
structure | VHR inh color
COc1cc(NC(=O)COc2ccccc2C)ccc1NC(=O)c1ccco1 | -2.4
Cc1ccc(Cl)cc1NC(=O)c1cccnc1 | -3.7
CCOc1ccccc1NC(=O)c1cccc(C)c1 | 5.0
CCOC(=O)Cn1c(C)cc(COC)c(C#N)c1=O | -0.6
O=S(=O)(O)c1ccc2c(c1)C(S(=O)(=O)O)CC(=N\O)/C2=N/O (stereo unspecified) | -5.3
COc1cc(-c2nc3sc(C)c(C)c3c(=O)[nH]2)ccc1C | 2.2
COc1ccc(/C=N/NC(=O)c2n[nH]c3c2CCC3)cc1O | -1.0
C/C(CCc1oc2ccc(Cl)cc2c1-c1ccc(C)o1)=N\O | -44.1
O=C(/C=C/c1ccc(-c2ccccc2[N+](=O)[O-])o1)Nc1ccc(O)c(-c2nc3ccccc3o2)c1 | -10.3
O=C(N(c1ccc(Cl)cc1)C1C=CS(=O)(=O)C1)C(F)(F)F (stereo unspecified) | 18.3
COc1cc(CC(=O)N2CCOCC2)c(Cc2cc(OC)c(OC)cc2CC(=O)N2CCOCC2)cc1OC | -8.7
O=C(Nc1nc(-c2ccc(Br)cc2)cs1)c1cc([N+](=O)[O-])ccc1Cl | -26.7

Five structures from above, ordered by length of the SMILES, largest number first.
structure | VHR inh color
O=C(Nc1ccc(-c2nnc(-c3ccccc3)o2)cc1)C(c1ccccc1)c1ccccc1 | 2.9
C/C(=N/N1CCN(c2ccccc2)CC1)c1cccc([N+](=O)[O-])c1 | 6.5
CCC(=O)N1N=C2c3ccc(OC)cc3CCC2C1c1ccc(N(C)C)cc1 (stereo unspecified) | -49.2
Cc1ccc(-n2c(O)c(/C=N/n3cnnc3)c3ccccc3c2=O)cc1 | -11.7
COCc1cc(=O)n2[nH]c(-c3ccc(Cl)cc3)cc2n1 | 5.1

Not all compounds are listed; rates above refer to the full screens.
